IDE cell activ = activators of human insulin-degrading enzyme in cells | P14735 | HEK cells, FAbeta-B cleavage, fluorescence polarization; 0% vehicle, 100% cell-free pure enzyme wells | activation, % at 5.96 µM | actives 0.073% (n = 340,000);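 active = activation above the mean of all tested compounds plus 3 SD, set per screening campaign, cut at about 17% in these data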
Target sequence (P14735 whole entry, looked up): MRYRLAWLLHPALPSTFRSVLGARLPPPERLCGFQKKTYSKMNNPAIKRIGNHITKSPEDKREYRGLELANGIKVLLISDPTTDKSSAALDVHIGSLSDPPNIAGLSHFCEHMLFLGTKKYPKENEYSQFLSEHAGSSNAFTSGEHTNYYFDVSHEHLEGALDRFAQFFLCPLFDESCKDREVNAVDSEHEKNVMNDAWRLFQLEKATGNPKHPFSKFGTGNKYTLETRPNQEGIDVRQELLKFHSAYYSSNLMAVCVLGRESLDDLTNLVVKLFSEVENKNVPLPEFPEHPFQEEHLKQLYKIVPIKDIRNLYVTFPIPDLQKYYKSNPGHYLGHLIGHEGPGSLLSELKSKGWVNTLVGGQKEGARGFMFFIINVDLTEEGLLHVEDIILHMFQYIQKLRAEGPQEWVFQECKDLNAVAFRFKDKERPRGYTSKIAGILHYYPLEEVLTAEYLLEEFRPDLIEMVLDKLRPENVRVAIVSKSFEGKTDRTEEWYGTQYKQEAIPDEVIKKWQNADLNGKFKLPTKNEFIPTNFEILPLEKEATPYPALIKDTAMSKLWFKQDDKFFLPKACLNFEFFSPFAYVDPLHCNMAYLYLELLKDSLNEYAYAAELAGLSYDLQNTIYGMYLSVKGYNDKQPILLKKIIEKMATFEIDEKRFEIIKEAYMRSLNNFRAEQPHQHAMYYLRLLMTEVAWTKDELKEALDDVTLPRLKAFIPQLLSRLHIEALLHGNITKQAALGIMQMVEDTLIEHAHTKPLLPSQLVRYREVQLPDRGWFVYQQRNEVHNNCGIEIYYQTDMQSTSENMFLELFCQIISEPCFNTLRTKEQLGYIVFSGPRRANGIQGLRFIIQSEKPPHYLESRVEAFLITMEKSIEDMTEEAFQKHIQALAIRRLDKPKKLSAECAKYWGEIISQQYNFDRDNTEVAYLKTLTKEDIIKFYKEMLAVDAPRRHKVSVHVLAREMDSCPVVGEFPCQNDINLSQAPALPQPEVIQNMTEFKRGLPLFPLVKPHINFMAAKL
An asterisk follows results filed as active. Only part of the results is shown; rates above refer to the full screens.

SMILES	IDE cell activ
COc1ccc(C=CC(O)CCN2CCC3CCC(C3)C2)cc1 (configuration not stated)	2
CC(C)NC(=O)N(C)C[C@H]1Oc2c(NC(=O)Nc3ccc4c(c3)OCO4)cccc2C(=O)N([C@H](C)CO)C[C@@H]1C	5
Nc1cc(S(=O)(=O)N2CCOCC2)ccc1Oc1cccc(Br)c1	-3
C=CCN(c1ccccc1)S(=O)(=O)c1cccc(C(=O)Nc2ncccc2O)c1	5
O=C(CCCNC(=O)c1ccc(Cl)cc1)Nc1nccs1	-1
S=C(Nc1cccc2ccccc12)Nc1cccc2ccccc12	-12
Cc1noc(C)c1CSCC(=O)N(C)CC(=O)Nc1ccc(F)cc1	5
CC(=O)C1(O)C(C)CC2C3CC=C4CC(O)CCC4(C)C3CCC21C (configuration not stated)	0
CCOc1ccc(S(=O)(=O)N2CCN(C(=O)C3CC3C)CC2)cc1 (configuration not stated)	-1
O=C(CNC(=O)c1cccc([N+](=O)[O-])c1)NC1CCCc2ccccc21 (configuration not stated)	0
CCOc1ccccc1C(=O)NCC(=O)Nc1ccc2c(c1)OCO2	2
COc1cc(N)c(Cl)cc1C(=O)OCC(=O)Nc1cccnc1Cl	1
C[C@@H](OC(=O)c1[nH]cnc1C(=O)NCc1ccc(CNC(=O)OC(C)(C)C)cc1)c1ccccc1	-5
CCCCNc1c(-c2ccc(-c3ccc(C(C)=O)cc3)c(OC)c2)nc2cc(C)ccn12	-1
Cc1ccc(-c2nn(-c3ccc(F)cc3)cc2C(=O)NCC2CCCO2)cc1 (configuration not stated)	-1
C=CC[C@@H](CC(=O)N(CCO)Cc1ccccc1)C(=O)NC[C@@H](OC(=O)[C@@H](CC=C)Cc1ccc(F)cc1)c1ccccc1	5
OC/C(Br)=C(\Br)CO	-1
CN(C(=O)c1cccc(NC(=O)Cc2cccc([N+](=O)[O-])c2)c1)C1CC1	2
Cc1ccc(S(=O)(=O)NCc2ccccc2)cc1C(=O)N(C)CC(=O)Nc1c(Cl)cccc1Cl	3
O=C1COc2ccc(C(=O)COC(=O)c3ccccc3[N+](=O)[O-])cc2N1	0
C[C@@H]1CN([C@H](C)CO)C(=O)c2cc(NC(=O)Nc3ccc4c(c3)OCO4)ccc2O[C@H]1CN(C)Cc1ccncc1	2
COc1ccc([N+](=O)[O-])cc1NS(=O)(=O)c1ccc(C(=O)N2CCCC2)cc1	2
Cc1ccc(NS(=O)(=O)c2cccc(C(=O)NC3CCN(Cc4ccccc4)CC3)c2)cc1	4
COCc1c(C(=O)OCC(=O)NCc2ccco2)oc2ccccc12	0
O=C(NCC1CCCO1)c1ccccc1OCc1ccc(Cl)cc1 (configuration not stated)	-4
CC1CCN(C(=O)c2[nH]cnc2C(=O)N2CCN(c3ccccc3)CC2)CC1	3
Cc1cc(Cl)ccc1NC(=O)CN1C(=O)NC2(CCCc3ccccc32)C1=O (configuration not stated)	-3
COc1ccccc1CCC(=O)NNC(=O)c1cccs1	-4
Cc1ccc(S(=O)(=O)N2CCN(C(=O)COC(=O)c3nc(Cl)ccc3Cl)CC2)c(C)c1	8
CC1(C)O[C@@H]2[C@H](O1)[C@@H](COS(=O)(=O)O)O[C@H]2n1cc(Br)c(=O)[nH]c1=O	0
CC(C)[C@H](NC(=O)c1ccccc1Cl)C(=O)OCC(=O)Nc1ccc(S(=O)(=O)N2CCOCC2)cc1	7
CSc1ccc(CN(C)C(=O)c2cc(S(=O)(=O)NCc3ccccc3)ccc2C)cc1	3
CC(=NNC(=O)c1ccc2nc[nH]c2c1)c1ccc(Br)cc1	0
CCOC(=O)C(Cc1nc(OCc2ccccc2)cc(OCc2ccccc2)n1)=NO	-1
COc1cc2c(cc1OC)[C@@H](NC(=O)Cc1ccc(F)cc1)[C@H](OCc1ccccc1)C2	3
Cc1cc(=O)oc2c(CN3CCOCC3)c(O)ccc12	4
CC(=O)NC(CC(=O)OCC(=O)N1c2ccccc2NC(=O)C1(C)C)c1ccccc1 (configuration not stated)	4
CC(C)(C)N(Cc1ccccc1)C(=O)COC(=O)C1=NN(c2ccccc2)C(=O)CC1	3
O=C(O)c1cccc(Sc2cc(Cl)ccc2C(=O)O)c1	6
CC(=O)c1c(C)[nH]c(C(=O)CN2CCN(S(=O)(=O)c3ccccc3[N+](=O)[O-])CC2)c1C	3
O=C(Nc1nccs1)C1CC=CCC1C(=O)OCC(F)(F)C(F)F (configuration not stated)	1
N#C/C(=C/c1ccc(-c2ccc(S(=O)(=O)N3CCOCC3)cc2)o1)C(=O)NC1CC1	4
CC(=O)Nc1cccc(C(=O)OCc2csc(CC(=O)Nc3ccccc3C)n2)c1	0
CCN(Cc1ccccc1)C(=O)c1cccc(S(=O)(=O)N2CCN(c3ccccc3)CC2)c1	1
O=C(COC(=O)c1c(Cl)cccc1Cl)Nc1cccc(S(=O)(=O)NC2=NCCCCC2)c1	5
COc1ccc(-c2cccc(CCC(=O)N3CCN(c4cc(C)ccc4C)CC3)c2)cc1	2
S=P(N1CC1)(N1CC1)N1CC1	1
COc1cccc(OCC(=O)NC2CCS(=O)(=O)C2)c1 (configuration not stated)	2
Cc1cc(C(=O)OCC(=O)NNC(=O)c2cccs2)ccc1[N+](=O)[O-]	2
N#CCCN(C(=O)CN1c2cccc3cccc(c23)S1(=O)=O)c1ccccc1	6
Cc1cc(C)c(NC(=O)CNC(=O)COC(=O)C2=COCCO2)c(C)c1	7
O=C(Nc1ccccc1)SC1CCCCC1	-1
CCc1ccccc1NC(=O)CNC(=O)CCc1nc2sc3c(c2c(=O)[nH]1)CCCC3	-5
CC(OC(=O)c1nn(C)c(=O)c2ccccc12)C(=O)NC1CCCCC1C (configuration not stated)	1
O=C(CCNS(=O)(=O)c1ccccc1C(F)(F)F)N1CCN(S(=O)(=O)c2cccc(F)c2)CC1	0
COc1cc(C(=O)OC(C)c2ccc(F)cc2)ccc1OCC(=O)N1CCOCC1 (configuration not stated)	-3
CCCN(CC(=O)Nc1ccccc1C)C(=O)C1CCN(c2ncnc3sc(C)c(C)c23)CC1	-4
CCCCN(C(=O)C1=NN(c2ccccc2)C(=O)CC1)c1c(N)n(CCC)c(=O)[nH]c1=O	2
COc1ccccc1NC(=O)COC(=O)COc1cccc2c1OC(C)(C)C2	-1
O=C(c1ccc([N+](=O)[O-])cc1)N1CCOCC1	0

In another format: entries from further up.
Compound: CCCN(CC(=O)Nc1ccccc1C)C(=O)C1CCN(c2ncnc3sc(C)c(C)c23)CC1
  IDE cell activ: -4

Compound: CCCCN(C(=O)C1=NN(c2ccccc2)C(=O)CC1)c1c(N)n(CCC)c(=O)[nH]c1=O
  IDE cell activ: 2

Compound: COc1ccccc1NC(=O)COC(=O)COc1cccc2c1OC(C)(C)C2
  IDE cell activ: -1

Compound: O=C(c1ccc([N+](=O)[O-])cc1)N1CCOCC1
  IDE cell activ: 0

(list continues)
SMILES	IDE cell activ
CC(NC(=O)C(c1ccccc1)c1ccccc1)c1ccccc1 (configuration not stated)	8
Cc1n[nH]c(C)c1S(=O)(=O)N1CCN(S(=O)(=O)c2cccc(F)c2)CC1	2
COc1ccccc1CNC(=O)c1ccccc1SCC(=O)NCc1ccco1	4
COc1ccc(C(CNC(=O)CCNC(=O)c2ccc(Br)cc2)N2CCOCC2)cc1 (configuration not stated)	8
COc1cc(C)c(CN2CCN(CC(=O)Nc3ccccc3C(=O)NC3CC3)CC2)cc1OC	6
COc1ccc2c(CC(=O)NNC(=O)c3ccc(C)cc3)coc2c1	-1
COc1ccccc1NS(=O)(=O)c1cc(C(=O)NCCCN2CCCC2=O)ccc1C	3
CCOc1ccc(-c2nnc(SCC(=O)NC3CC3)o2)cc1	2
Cc1cc(NC(=O)CSc2nc(=O)n(CCN(C)C)c3c2CCCC3)no1	-1
CCOc1ccc(-c2nnc3ccc(SCC(=O)N4CCN(c5ccccc5)CC4)nn23)cc1	-7
Cc1cc(C)n(CCCNC(=O)C2CC(=O)N(Cc3ccccc3)C2)n1 (configuration not stated)	5
COc1ccc(-c2noc(CCC(=O)N3CCN(c4cccc(Cl)c4)CC3)n2)cc1	3
Cc1ccc(C2(C)NC(=O)N(CC(=O)N3CCc4ccccc43)C2=O)cc1 (configuration not stated)	-1
N#CCCN1CCN(S(=O)(=O)c2ccc(C3CCCCC3)cc2)CC1	-3
Cc1ccc(C(=O)NNC(=O)c2ccc(S(=O)(=O)N3CCCCC3)cc2)cc1	2
CCCCN(C(=O)C1CC(=O)N(c2ccc(CC)cc2)C1)c1c(N)n(CCC)c(=O)[nH]c1=O (configuration not stated)	0
Cn1c(SCC(=O)Nc2ccc3c(c2)OCCO3)nnc1C(F)(F)F	-1
C[C@H](NC(=O)c1ccco1)C(=O)NNC(=O)c1ccc(F)cc1	-3
COc1ccccc1NC(=O)C(C)OC(=O)Cc1ccsc1 (configuration not stated)	5
COc1ccc(Br)c(C(=O)OCC(=O)N2CCc3ccccc32)c1	3

Another view of part of the listing above:
| Molecule | IDE cell activ |
| --- | --- |
| Cc1ccc(C2(C)NC(=O)N(CC(=O)N3CCc4ccccc43)C2=O)cc1 (configuration not stated) | -1 |
| COc1ccccc1NS(=O)(=O)c1cc(C(=O)NCCCN2CCCC2=O)ccc1C | 3 |

(cont.)
SMILES	IDE cell activ
COc1ccccc1NC(=O)COc1ccc(C(=O)NCc2ccccc2)cc1OC	3
CN(CC(=O)Nc1ccc2c(c1)OCO2)CC(=O)Nc1ccc(F)c(F)c1F	1
CN(C)S(=O)(=O)c1ccc(N2CCOCC2)c(C(=O)NCc2ccc3c(c2)OCO3)c1	4
O=[N+]([O-])c1ccc(Cl)c(S(=O)(=O)NCCc2ccccn2)c1	4
O=C1CCc2cc(S(=O)(=O)N3CCN(c4ccc(F)cc4)CC3)cc3c2N1CC3	6
COc1ccc(-c2c(-c3cc(OC)cc(OC)c3)n(C)c3ccc(-c4ccc(OC)cc4F)cc23)cc1	0
COC(=O)[C@@H]1OC(=O)[C@H]2O[C@@]23[C@@]1(C)CC[C@@H]1[C@@]2(C)C=CC(=O)OC(C)(C)[C@@H]2CC(=O)[C@]13C	1
O=C1CC(N2CCN(S(=O)(=O)c3ccccc3F)CC2)C(=O)N1c1ccccc1Cl (configuration not stated)	-5
Cc1cc(C)nc(SCC(=O)NNS(=O)(=O)c2ccc(C#N)cc2)n1	3
O=S(=O)(O)c1cc2oc(-c3ccccc3)nc2c2ccccc12	1
Cc1ccccc1-c1cc(C(=O)NCC2CC2)n(CC2CC(c3cccnc3)=NO2)n1 (configuration not stated)	1
O=C(COC(=O)c1ccccc1F)NC(=O)NC1CCCC1	4
CCN1CCN(c2ccc(S(=O)(=O)N3CCOCC3)cc2NC(=O)c2cccc([N+](=O)[O-])c2)CC1	-3
Cc1cccc([C@@H]2[C@@H]3C(=O)N(Cc4ccccc4)C(=O)[C@@H]3[C@]3(Cc4ccccc4)C(=O)N(c4ccc(C(F)(F)F)cc4)C(=O)N23)c1	-4
Cc1ccc(C(=O)OCC(=O)Nc2ccccc2)cc1S(=O)(=O)N1CCCCC1	1
O=C(COC(=O)CNS(=O)(=O)c1ccc(Br)cc1Cl)NC1CC1	4
O=C1CCC2(CCCCC2)N1	-5
O=C(NCCCCc1ccccc1)c1ccc(F)cc1	2
COc1ccc(CCNC(=O)CN2C(=O)NC3(CCOc4ccccc43)C2=O)cc1 (configuration not stated)	5
COc1ccc(C=NNC(=O)c2ccccc2OCc2ccc(F)cc2)c(OC)c1	2
CCCCCC#CCN1CCN(C23CC4CC(CC(C4)C2)C3)CC1	3
CC(Sc1ccccc1)C(=O)NCC(c1ccco1)N1CCCCC1 (configuration not stated)	1
O=C([O-])c1cc(-c2ccccc2)cc(-c2ccccc2)[n+]1CCc1ccc(Cl)cc1	0
O=C1[C@@H](Oc2ccccc2)[C@@H](c2ccncc2)N1c1ccncc1	-3
O=C(CN1CCN(C(=O)c2ccccc2)CC1)Nc1cc(S(=O)(=O)N2CCCC2)ccc1Cl	-6
COc1ccc2sc(-c3ccc(S(C)(=O)=O)cc3)c(-c3ccc(C(N)=O)cc3)c2c1	2
CN(CC(=O)Nc1ccc(OC(F)(F)F)cc1)C(=O)c1ccccc1SCC(=O)N1CCCC1	-4
N#Cc1ccccc1OCC(=O)Nc1ccc(S(=O)(=O)N2CCOCC2)cc1	2
CC(OC(=O)c1cc2ccccc2[nH]1)C(=O)N(C)c1ccccc1 (configuration not stated)	-1
COc1cccc(-c2csc3ncnc(Sc4nnnn4C)c23)c1	-2
COc1ccccc1[C@@H]1C(c2ccccc2)=NN(c2ccccc2)[C@H]1C(=O)N1CCOC1=O	0
CCN1C(=O)[C@H]2[C@@H](c3ccc(-c4ccccc4)cc3)N[C@@](C)(C(=O)OC)[C@H]2C1=O	-4
O=C(c1ccc(Br)cc1)N1CCN(c2ncccn2)CC1	4
COC(=O)c1c(-c2ccc(OC)cc2)sc2ccc(OC)cc12	2
CC[C@]12c3[nH]c4ccc(Cl)cc4c3CCN1C(=O)[C@@H](CC(=O)NC/C=C(\C)CCC=C(C)C)C[C@@H]2C(=O)N1CCN(C(=O)C2CC2)CC1	2
Cc1ccc(C(=O)Nc2ccn(C)n2)cc1	6
O=C(OCc1c(-c2ccccc2)ncc2ccccc12)c1cccc(Br)c1	5
CC1CC(C(O)c2ccccn2)C(=O)C(C(O)c2ccccn2)C1 (configuration not stated)	-3

Four compounds drawn at random from the list so far, as already listed:
SMILES	IDE cell activ
COc1ccccc1NS(=O)(=O)c1cc(C(=O)NCCCN2CCCC2=O)ccc1C	3
Nc1cc(S(=O)(=O)N2CCOCC2)ccc1Oc1cccc(Br)c1	-3
CC(=O)c1c(C)[nH]c(C(=O)CN2CCN(S(=O)(=O)c3ccccc3[N+](=O)[O-])CC2)c1C	3
CC(C)[C@H](NC(=O)c1ccccc1Cl)C(=O)OCC(=O)Nc1ccc(S(=O)(=O)N2CCOCC2)cc1	7
